Casp6 inh: blocks human caspase-6 cleavage activity; P55212; purified caspase-6, Z-VEID-R110 cleavage fluorescence; inhibition, % at 12.5 µM; actives 0.53% (n = 350,000);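 active = mean inhibition across replicates at least about 35%, with every replicate also reaching that limit, limit read from the data; inconclusive = only one of the two criteria met; inactive = neither criterion met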;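 also: 0% = median of neutral control wells and 100% = no fluorescence left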
Target sequence (P55212 24-179 limits assumed): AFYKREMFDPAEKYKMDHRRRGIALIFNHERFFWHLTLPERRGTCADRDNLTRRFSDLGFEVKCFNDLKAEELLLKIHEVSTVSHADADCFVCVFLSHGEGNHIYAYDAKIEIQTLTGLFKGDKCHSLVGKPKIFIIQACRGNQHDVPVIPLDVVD
Target sequence (P55212 194-293 limits assumed): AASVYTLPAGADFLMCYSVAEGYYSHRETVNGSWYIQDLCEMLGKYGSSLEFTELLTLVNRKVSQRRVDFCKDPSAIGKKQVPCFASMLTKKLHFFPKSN
ARNT-TACC3 inh: ARNT/TACC3 interaction disruption; Q9Y6A5; AlphaScreen His-ARNT PAS-B/GST-TACC3 binding, luminescence; TACC3 fragment carries E629A point mutation; inhibition, % at 9.99 µM; actives 0.66% (n = 390,000);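 active = mean inhibition of replicates at least 50% and at least half of replicates each reaching 50%; inconclusive = half or more replicates reach 50% but mean below 50%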;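 also: 0% = complete ARNT plus TACC3 wells and 100% = ARNT alone without TACC3; many hits fall short of the cut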
PAX8 inh HTS: inhibitors of PAX8 transcriptional activity in RMG-I cells; RMG-I TPO-luciferase reporter, SteadyGlo, 24 h; inhibition, % at 12.6 µM; actives 1.2% (n = 360,000); AID 652154;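 active = mean replicate inhibition at least 60% with every replicate also reaching 60%; inconclusive = only one of the two criteria is met; inactive = mean below 60% and not all replicates reaching 60%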;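 also: luciferase light reporting Pax8 driven TPO promoter activity; plate controls were median of neutral control wells for no effect and mitoxantrone controls for full effect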
LGR2 antag: Drosophila LGR2 receptor signaling inhibition | HEK293 LGR2, CRE-luciferase, bursicon-stimulated, 4 h | inhibition, % at 9.99 µM | actives 0.35% (n = 380,000) | AID 720647;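 active = drop in luminescence signal, shown as inhibition above about 50% in the replicate tests, limit read from the data, passing the limit was not always enough; inconclusive = probably only some replicates passing the limit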;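 also: agonist challenge used bursicon conditioned medium at about half maximal strength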
DENV2 CPE: protects cells from dengue virus 2 cytopathic effect. DENV2-infected cells, cytopathic effect rescue, plate reader. actives 1.7% (n = 350,000). CPE inhibition, % at 9.99 µM; in the data active = CPE inhibition above about 20%, passing the limit was not always enough; inconclusive = no clear call, values can overlap the other calls; tested in BHK-21 cells;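 also: 0% = median of neutral control wells and 100% = median of positive control wells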
EWS-Fli block: EWS/Fli transcriptional activity inhibition; A673 NR0B1-luciferase reporter, viability-normalised; inhibition, % at 12.6 µM; actives 0.67% (n = 350,000); AID 651661;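 active = mean inhibition of at least 50% after viability correction, with every replicate also passing that limit; inconclusive = mean reaches 50% but only one of two replicates passes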;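 also: firefly luciferase signal divided by Alamar Blue viability fluorescence both relative to DMSO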
SIRT5 inh: sirtuin-5 (human) deacylase inhibition. Purified SirT5, succinyl-peptide AMC, trypsin-coupled fluorescence. AID 652115. actives 1.1% (n = 330,000). inhibition, % at 15 µM; in the data active = inhibition above about 15%; inconclusive = no clear call, values can overlap the other calls
Target sequence (Q9NXA8 whole entry, looked up): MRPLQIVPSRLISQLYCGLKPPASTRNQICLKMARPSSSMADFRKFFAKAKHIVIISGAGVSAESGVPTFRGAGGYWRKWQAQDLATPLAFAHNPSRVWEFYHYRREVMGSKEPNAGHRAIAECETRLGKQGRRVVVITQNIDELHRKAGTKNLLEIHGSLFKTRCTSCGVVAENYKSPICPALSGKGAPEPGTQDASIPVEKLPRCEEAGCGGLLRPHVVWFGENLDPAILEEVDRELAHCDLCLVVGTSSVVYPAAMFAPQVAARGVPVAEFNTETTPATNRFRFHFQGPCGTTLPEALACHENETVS
Numbers without * were called inactive; ? = inconclusive; . = not tested or not shown; & = joins results of further samples; ! = not active in a repeat.

Start of the listing, in advance, 3 compounds:
SMILES | Casp6 inh | ARNT-TACC3 inh | PAX8 inh HTS | LGR2 antag | DENV2 CPE | EWS-Fli block | SIRT5 inh
COc1ccc(NC(=O)O[C@H]2[C@H](OC(=O)Nc3ccc4c(c3)OCO4)[C@@H](OC(=O)Nc3ccc4c(c3)OCO4)[C@@H](OC)O[C@@H]2CO)cc1 | -3 | 17 | 14 | . | 4 | 4 | 1
CC(C)Oc1ccc(C(CC(=O)N2CCOCC2)C(C)C)cc1 (configuration not stated) | 0 | 2 | -11 | -3 | -4 | 4 | -2
COc1cccc(N2C(=NC(=O)COc3ccccc3)SC3CS(=O)(=O)CC32)c1 (configuration not stated) | -2 | 0 | 1 | 8 | 7 | 1 | 6

Results (from the top)
SMILES | Casp6 inh | ARNT-TACC3 inh | PAX8 inh HTS | LGR2 antag | DENV2 CPE | EWS-Fli block | SIRT5 inh
COc1ccc(NC(=O)O[C@H]2[C@H](OC(=O)Nc3ccc4c(c3)OCO4)[C@@H](OC(=O)Nc3ccc4c(c3)OCO4)[C@@H](OC)O[C@@H]2CO)cc1 | -3 | 17 | 14 | . | 4 | 4 | 1
CC(C)Oc1ccc(C(CC(=O)N2CCOCC2)C(C)C)cc1 (configuration not stated) | 0 | 2 | -11 | -3 | -4 | 4 | -2
COc1cccc(N2C(=NC(=O)COc3ccccc3)SC3CS(=O)(=O)CC32)c1 (configuration not stated) | -2 | 0 | 1 | 8 | 7 | 1 | 6
CN1[C@@H]2c3ccc(-c4ccccc4)c(=O)n3C[C@@H]2[C@@H](CO)[C@@H]1C(=O)Nc1ccccc1 | 6 | 8 | . | 7 | 3 | -3 | 1
CCOC(=O)c1cccc(C(=O)Nc2nc3ccc(OC)cc3s2)n1 | -2 | . | -68 | -74 | -1 | -22 | -6
CC(C)NC(=O)N(C)C[C@H]1Oc2c(NC(=O)CCCCCC(=O)Nc3ccccc3N)cccc2C(=O)N([C@H](C)CO)C[C@H]1C | 0 | . | -17 | -7 | -9 | -5 | .
C[C@@H]1CN([C@H](C)CO)C(=O)c2cccc(NC(=O)NC3CCCCC3)c2O[C@H]1CN(C)Cc1ccncc1 | -3 | 1 | 9 | -6 | -15 | 6 | -2
COc1cc(C)c(C(C)C)cc1S(=O)(=O)n1cnc(C)c1 | 4 | 3 | 26 | -8 | 0 | 36 | 0
CC(C)CCOc1ccc(C(=O)N2CCN(c3ncccn3)CC2)cc1 | 2 | -2 | 12 | -14 | -1 | -10 | -3
C[C@H](CO)N1C[C@H](C)[C@H](CN(C)S(=O)(=O)c2cn(C)cn2)Oc2c(NS(=O)(=O)c3ccc(F)cc3)cccc2C1=O | -1 | 6 | 2 | 10 | -7 | 4 | 0
COc1ccccc1OCC(=O)Nc1ccc(S(=O)(=O)Nc2nccs2)cc1 | 5 | 11 | -1 | 10 | -9 | 8 | -1
CCCCCCn1c(CN2CCN(C)CC2)nc2c1c(=O)n(C)c(=O)n2C | -1 | -3 | -10 | 5 | 12 | 1 | -2
S=c1[nH]nc(C2CC2)n1Cc1ccccc1 | -3 | 11 | -5 | 7 | -5 | -2 | 1
COc1ccc(CN2Cc3cccc4c3[C@@H](CC2=O)[C@H](O)[C@H](O)C4)cc1 | 1 | -2 | -10 | . | 6 | -12 | 3
S=c1[nH]nc(Cc2cccc3ccccc23)o1 | 3 | -3 | 20 | 0 | 19 | 4 | -2
CCOC(=O)c1[nH]ncc1CN1CCCC(C(=O)c2ccc(SC)cc2)C1 (configuration not stated) | -8 | . | 18 | -26 | . | 7 | 1
COc1ccc(CC(=O)NCCC2=CCCCC2)cc1 | -2 | -5 | -23 | -6 | . | -12 | -1
CC(OC(=O)Cn1cnc2c1c(=O)n(C)c(=O)n2C)C(=O)NCc1ccccc1 (configuration not stated) | -41 | -9 | 4 | -12 | -9 | 9 | -6
Cc1cccc(CCNC(=O)CN(C)S(=O)(=O)c2cnc[nH]2)c1 | . | -6 | -56 | -17 | . | . | .
CCOC(=O)c1c2c3c(cccc3n(C)c1=O)C(=O)c1ccccc1-2 | 2 | 10 | 8 | -2 | 11 | 3 | -1
CC(C)C[C@H](NC(=O)NC1CCCc2ccccc21)C(=O)O (some centres not stated) | -6 | 1 | -2 | 7 | -4 | 3 | 0
CCCNC(=O)Nc1ccc2c(c1)OC[C@@H](C)N(Cc1cccnc1)C[C@@H](C)[C@H](OC)CN(C)C2=O | . | 1 | -10 | -3 | 1 | -18 | 3
COc1ccc(-c2c(C(=O)c3ccccc3)[nH]c(N)c2C(=O)c2ccc(Br)cc2)cc1OC | 0 | . | -1 | -6 | ? | 1 | -1
CN1CCN(C(=O)C[C@H]2CC[C@H]3[C@H](COc4ccc(NC(=O)c5ccc(F)c(F)c5)cc4C(=O)N3C)O2)CC1 | -1 | -11 | -1 | -6 | 8 | 2 | 1
COc1ccc(S(=O)(=O)Nc2ccc3c(c2)C(=O)N([C@H](C)CO)C[C@@H](C)[C@H](CN(C)C(=O)Nc2cccc4ccccc24)O3)cc1 | 2 | 3 | . | -1 | 8 | -4 | 3
CC1C(=O)N2CCCc3cc(S(=O)(=O)N(C)c4ccccc4)cc1c32 (configuration not stated) | 1 | 17 | 15 | 1 | -4 | . | 1
O=C(O)C[C@H]1C=C[C@H](NC(=O)c2ccccc2F)[C@H](CO)O1 | . | . | -11 | -1 | . | -8 | .
O=C(NC(=S)N1CCCCC1)c1csc([N+](=O)[O-])c1 | 12 | 7 | -1 | -4 | 1 | 13 | -2
Cc1ccc(N(C(=O)c2ccco2)C(C(=O)NC2CCCC2)c2cccnc2)cc1 (configuration not stated) | 1 | . | 2 | -2 | 2 | 14 | 1
CC1(C)C2CCC1(CS(=O)(=O)Nc1ccc(S(=O)(=O)N3CCCC3)cc1)C(=O)C2 (configuration not stated) | . | -4 | -44 | 10 | . | . | .
Cc1cccc(N2CCN(S(=O)(=O)c3ccc4c(c3)C(C)(C)C(=O)N4C)CC2C)c1 (configuration not stated) | 0 | 11 | 3 | 2 | -8 | 16 | 2
CCOc1ccccc1N=C1SC(CC(=O)Nc2ccc(OC)cc2OC)C(=O)N1CCC1=CCCCC1 (configuration not stated) | 1 | -2 | 13 | . | -1 | -3 | 8
CN(CC(=O)Nc1cccc(S(=O)(=O)NC2=NCCC2)c1)Cc1cccc(F)c1 | 0 | -1 | -5 | 0 | -12 | -3 | -3
O=C(Oc1ccc(F)cc1)c1cccnc1 | -4 | -12 | -10 | 7 | 0 | 3 | 6
COc1ccc(C2NC(=O)Cc3cc(OC)c(OC)cc32)cc1OC (configuration not stated) | 2 | -2 | 23 | 9 | 0 | 2 | -5
O=c1[nH]c(SCc2c(Cl)cccc2Cl)nc2ccccc12 | -1 | -5 | 7 | -11 | . | -4 | 0

Compound profiles, from the list above.
`O=C(Oc1ccc(F)cc1)c1cccnc1` across the screens: Casp6 inh: -4; ARNT-TACC3 inh: -12; PAX8 inh HTS: -10; LGR2 antag: 7; DENV2 CPE: 0; EWS-Fli block: 3; SIRT5 inh: 6
`O=C(NC(=S)N1CCCCC1)c1csc([N+](=O)[O-])c1` across the screens: Casp6 inh: 12; ARNT-TACC3 inh: 7; PAX8 inh HTS: -1; LGR2 antag: -4; DENV2 CPE: 1; EWS-Fli block: 13; SIRT5 inh: -2

(listing goes on)
SMILES | Casp6 inh | ARNT-TACC3 inh | PAX8 inh HTS | LGR2 antag | DENV2 CPE | EWS-Fli block | SIRT5 inh
COc1ccccc1C(=O)Nc1ccc(C)cc1C(=O)c1ccccc1 | 4 | 1 | 10 | . | -7 | -6 | 1
O=CNc1cc(-c2ccc(C(=O)NC3CC3)cc2)cn2c(-c3ccccc3)cnc12 | 7 | . | 48 | -20 | ? | -13 | 0
CCc1ccc(NC(=O)NNC(=O)c2cc3ccccc3cc2O)cc1 | 2 | -4 | 5 | 8 | 6 | . | -2
C[C@H]1CN([C@@H](C)CO)S(=O)(=O)c2ccc(Br)cc2O[C@@H]1CN(C)S(=O)(=O)c1ccccc1F | 0&-1 | . | -14 | 16&7 | 36*! | 15&-6 | 0&-8
OC1CCC(Nc2ccn3nc(-c4cccc(OCc5ccccc5)c4)cc3n2)CC1 (configuration not stated) | -3 | . | 5 | 52* | -3 | -23 | .
O=C(NN1C(=O)c2ccccc2NC1c1ccc([N+](=O)[O-])o1)c1ccc(Br)cc1 (configuration not stated) | -1 | 6 | 21 | 3 | 8 | -7 | -2
COc1ccc(CNC(=O)CC2C[C@H](C(=O)N(C(C)C)C(C)C)[C@@]3(C)c4[nH]c5ccccc5c4CCN3C2=O)cc1OC (some centres not stated) | 1 | 3 | 4 | -23 | -6 | 3 | 1
O=C1CNC(=O)/C(=C\c2ccc(F)cc2)N1 | . | -3 | 8 | 1 | -1 | 3 | -3
COc1ccc(NC(=O)N(C)C[C@H]2OCCCC[C@@H](C)Oc3ccc(NS(C)(=O)=O)cc3C(=O)N([C@H](C)CO)C[C@@H]2C)cc1 | 1 | -9 | -6 | 5 | -7 | -3 | 7
O=C1CC(N2CCCCCC2)C(=O)N1c1ccc2c(c1)OCO2 (configuration not stated) | -2 | 1 | . | 4 | 0 | 2 | -11
COc1ccc(/C=C(\C#N)C(=O)OCCNC(=O)c2ccncc2)cc1 | 1 | -1 | 19 | -3 | 7 | 3 | 1
Cc1cc(C)cc(NC(=S)N2CCC(NC(=O)c3ccc(F)cc3)CC2)c1 | 11 | -4 | 1 | -7 | 5 | -5 | -1
N#C/C(=N\Nc1ccc(S(=O)(=O)N2CCCCC2)cc1)C(N)=S | 2 | 1 | 5 | 9 | ? | -1 | 8
O=C1CCCC(=O)C1C(=O)C1CCN(S(=O)(=O)c2ccccc2)CC1 | 0 | -9 | 14 | -12 | 13 | 2 | 1
O=C(COc1ccc(S(=O)(=O)Nc2cccc(C(F)(F)F)c2)cc1)N1CCOCC1 | -2 | 0 | 5 | 16 | -7 | 3 | -1
O=C(O)CCNS(=O)(=O)c1ccc2c(c1)OCCCO2 | -3 | -2 | 10 | 4 | 1 | 11 | -2
Cc1ccc(CC(=O)NC2CCN(C)CC2)cc1 | -7 | 0 | 4 | 0 | 0 | 8 | -1
C[C@H]1CN([C@@H](C)CO)C(=O)c2cccc(NC(=O)c3cnccn3)c2O[C@H]1CN(C)CC1CC1 | -1 | -8 | . | -10 | 0 | 2 | -4
CO[C@@H](CN(C)Cc1ccc2c(c1)OCO2)[C@@H](C)CN(C(=O)Nc1ccc(F)cc1)[C@H](C)CO | -1 | 3 | . | -11 | 0 | -4 | 21*
Cc1c(-n2cc(C(=O)c3cc(F)ccc3O)cc(C#N)c2=O)c(=O)n(-c2ccccc2)n1C | 2 | 2 | 12 | 3 | -6 | 8 | 4
C[C@H]1CN([C@@H](C)CO)C(=O)c2cccc(NC(=O)c3nc4ccccc4s3)c2O[C@@H]1CN(C)C(=O)NC1CCCCC1 | 1 | -9 | . | -22 | 0 | -12 | 11
CC(C)c1cc(CNC(=O)c2cc(COc3cncc(Cl)c3)on2)on1 | 4 | -4 | -85 | 5 | 10 | . | -3
CCCNC(=O)C[C@@H]1CC[C@@H]2[C@@H](COc3ccc(NC(=O)Cc4cccs4)cc3C(=O)N2C)O1 | . | -4 | 2 | -17 | 2 | -1 | .
CC(C)NC(=O)N[C@H]1CC[C@@H](CCNS(=O)(=O)c2ccc(F)cc2)O[C@@H]1CO | 1 | 4 | -7 | 13 | 4 | 1 | -2
Nc1ccc(Sc2ccc([N+](=O)[O-])cc2)cc1 | 24 | . | -23 | -14 | 0 | 9 | -2
CCC1CCCCN1CCCNC(=O)CN1C(=O)c2cccnc2Oc2ccc(Cl)cc21 (configuration not stated) | -4 | 9 | 4 | -7 | 4 | 2 | -1
C[C@@H]1CN([C@@H](C)CO)C(=O)c2cc(NC(=O)Nc3ccc(C(F)(F)F)cc3)ccc2O[C@@H](C)CCCCO[C@@H]1CN(C)C(=O)C1CCCCC1 | -1 | -1 | . | 19 | 1 | 11 | 1
CC(C)c1csc(CN2CCN(Cc3ccc(F)cc3)C(CCO)C2)n1 (configuration not stated) | -5 | -3 | 25 | -18 | ? | 1 | 9
COc1cc(CC(=O)OCC(=O)Nc2sccc2C(N)=O)cc(OC)c1OC | 1 | -5 | 21 | 20 | -6 | 2 | -1
